# Assay outcomes as filed in PubChem.
# human PMI inhibitors = MPI inhibition at elevated mannose 6-phosphate – biochemical, fluorescence intensity, high mannose 6-phosphate, primary screen (AID 1220); recombinant PMI enzyme, coupled fluorescence intensity; higher % means a stronger effect; inhibition, % at 20 µM; hits with a dose series show IC50 in µM; hit rate 0.66% among 190,000
# Myeloid diff 2 = myeloid differentiation induction. hit rate 1% among 360,000. calls only at 10 µM. ER-HoxA9 myeloid progenitors, lysozyme-GFP differentiation, flow cytometry;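 active = normalized GFP-positive differentiation at or above the plate's own cutoff, the solvent-only control mean plus 3 SD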;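 also: cells exposed to compound for four days before flow analysis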
# LYP phosphatase = PTPN22 lymphoid phosphatase activity blockers – biochemical, fluorescence intensity, uHTS (AID 1779); recombinant LYP phosphatase, fluorescence intensity; higher % means a stronger effect; inhibition, % at 11.5 µM; hits with a dose series show IC50 in µM; hit rate 0.054% among 290,000;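 also: plate controls were vehicle with enzyme for no effect and no enzyme for full effect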
# TNAP activators = human TNAP enzyme activators, primary screen, biochemical, luminescent, no phosphate acceptor, uHTS (AID 1001); activation fold at 20 µM, or EC50 in µM where a hit was titrated; hit rate 0.03% among 200,000; purified TNAP, luminescent activation assay, no phosphate acceptor; higher activation fold means a stronger effect; in the data active = activation fold from about 3, or a potency from the dose series; inactive = the rest, 99 in 100 with activation fold below about 1.6; also: many of its hits are not listed in these tables
# ER stress rescue = protection against thapsigargin-triggered cell killing – 384-well, CSM14.1, ATP luminescence, primary screen (AID 1222) | CSM14.1 thapsigargin-induced death rescue, ATP luminescence; higher % means a stronger effect | cellular ATP content (survival), % at 20 µM; hits with a dose series show EC50 in µM | 190,000 tested, under 10 active;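 active = EC50 below 50 µM in the dose-response confirmation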;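 also: death triggered by thapsigargin at about 15 µM added after 2 h compound pretreatment; cell ATP read after overnight thapsigargin exposure of roughly 18 to 22 hours; normalized against plate controls of thapsigargin alone and 5% DMSO vehicle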
# P. falciparum M17LAP = P. falciparum M17LAP inhibitors, primary screen, biochemical, fluorogenic H-Leu-NHMec substrate, 1536-well (AID 1619); hit rate 0.38% among 220,000; recombinant M17LAP, H-Leu-NHMec fluorogenic kinetic assay; higher % means a stronger effect; inhibition, % at 30 µM, or IC50 in µM where a hit was titrated;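 active = compound inhibiting the enzyme by more than half at any dose during confirmatory dose-response retesting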;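 also: plate controls were full reaction with DMSO carrier for no effect and no enzyme background for full effect; strong numbers were not always called active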
# M1AAP inhibition = P. falciparum M1AAP inhibitors, biochemical, fluorogenic H-Leu-NHMec substrate, 1536-well (AID 1445). inhibition, % at 30 µM, or IC50 in µM where a hit was titrated. recombinant M1AAP, H-Leu-NHMec fluorogenic kinetic assay; higher % means a stronger effect. hit rate 0.42% among 220,000;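 active = primary inhibition above the hit cutoff, then over 50% inhibition at one or more dose response concentrations, cut at about 23% in these data, passing the limit was not always enough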;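 also: plate controls were DMSO full reaction for no effect and no enzyme background for full effect; strong numbers were not always called active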
# XIAP displacement = XIAP antagonists, biochemical, IAP family, fluorescence polarization (AID 1018) | XIAP BIR domain, fluorescence polarization peptide displacement; higher % means a stronger effect | displacement, % at 20 µM, or IC50 in µM where a hit was titrated | hit rate 0.007% among 200,000; in the data active = displacement above about 50%; also: a part of the inactive calls stands beside numbers as strong as those of hits
# PMI inhibitors = MPI enzyme activity inhibition – biochemical, fluorescence intensity, coupled assay, primary screen (AID 1209); purified PMI enzyme, coupled fluorescence intensity; higher % means a stronger effect; inhibition, % at 20 µM; hits with a dose series show IC50 in µM; hit rate 0.42% among 190,000;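 also: plate controls were DMSO vehicle for no effect and wells lacking substrate for full effect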
# Myeloid diff 2 GFP+ MAC1+ % = second read-out of Myeloid diff 2, no call of its own (marks repeat the call); GFP+ MAC1+ double positive, %; measured here: differentiation confirmed by MAC1 staining
# * marks the source's active call; other numbers are inactive results; i = inactive; . = no result given; & = joins results of further samples. Rule as the data show it, unless noted: active = inhibition above about 50%; inactive = the rest.
# Values run as follows: human PMI inhibitors	Myeloid diff 2 GFP+ MAC1+ %	LYP phosphatase	M1AAP inhibition	PMI inhibitors	TNAP activators	XIAP displacement	ER stress rescue	Myeloid diff 2	P. falciparum M17LAP
COc1c(C(=O)N2CCCC2)ccc2ccccc12
    5%	0.8	1%	-1%	4%	1.1	-0.5%	3.8%	i	14%
CCO[C@H]1OC(C(=O)NC2CC2)=C[C@@H](c2ccc(C(F)(F)F)cc2)[C@@H]1CCCO
    6%	1.5	-5%	-2%	10%	1.1	-1.8%	1.9%	i	3%
CCCOC(=O)c1ccc(OC(=O)c2ccco2)cc1
    21%	7.2	-8%	2%	7%	1.1	-2.4%	-0.7%	i	-11%
Cc1noc(C)c1CSc1ccccc1C(=O)Nc1nccs1
    -10%	2.3	-5%	-19%	-1%	1.1	-6.3%	1.6%	i	-1%
CN(C)CC(C)(C)CNS(=O)(=O)c1ccc(Cl)s1
    3%	0.0	-4%	-4%	-7%	1.1	-5.4%	-0.3%	i	-7%
COc1ccc(Cl)cc1C(=O)Nc1ccc(NC(=O)c2ccco2)cc1
    2%	0.0	-7%	6%	13%	1.1	-7.5%	-1.3%	i	17%
CCn1c(C)nc2cc(C(=O)N3N=C(CCOC)CC3(O)C(F)(F)F)ccc21 (stereo not drawn)
    .	0.2	-6%	-7%	.	.	.	.	i	-13%
CC(C)(C)c1ccc(NC(=S)NCCc2ccccn2)cc1
    .	0.6	-9%	4%	.	.	.	.	i	1%
N=C(N)c1ccccc1
    .	2.3&3.1	-7%	-2%	.	.	.	.	i	6%
Cc1ccc2c3c1C1(C(=O)N3C(C)(C)CC2C)C(C#N)=C(N)Oc2cc(O)ccc21 (stereo not drawn)
    12%	0.9	10%	3%	18%	1.1	3.0%	-1.6%	i	0%
Cc1c(NC(=O)CSc2ncccn2)c(=O)n(-c2ccccc2)n1C
    -7%	1.3	-2%	4%	0%	1	-6.2%	-0.9%	i	-2%
O=C(COC(=O)Cc1ccccc1F)Nc1cccc(F)c1
    8%	0.6	-4%	3%	2%	1	-7.9%	.	i	-1%
O=C(NCCc1nc2ccccc2[nH]1)/C(=C/c1ccco1)NC(=O)c1ccccc1Br
    -18%	0.5	-9%	11%	-21%	1	-4.3%	-4.0%	i	1%
O=C(CSC1=NC2(CCCCCC2)N=C1c1ccccc1)Nc1ccc2c(c1)OCCO2
    19%	1.2	1%	-4%	19%	1.1	-6.5%	-2.4%	i	8%
COc1ccc(-c2csc(Nc3ccccc3)[n+]2Cc2ccccc2)cc1
    1%	0.6	-4%	4%	-3%	1.1	-2.0%	-1.5%	i	-1%
COC(=O)c1cc2nc(-c3ccc(C)cc3)cc(C(F)(F)F)n2n1
    .	0.3	-5%	5%	.	1	1.6%	3.2%	i	-18%
O=C(COC(=O)c1cn(-c2ccccc2)nc1-c1ccc(F)cc1)Nc1ncc(Cl)cc1Cl
    -6%	0.4	-6%	6%	-8%	1	-2.0%	1.1%	i	1%
CCOC(=O)CN(C(=O)CSc1nnc(COc2ccc(OC)cc2)n1C)c1ccccc1
    2%	2.1	-2%	-2%	-7%	0.9	-3.4%	0.2%	i	8%
O=C1c2ccccc2C(=O)N1CCCn1c(=O)oc2ccccc21
    4%	6.9	-6%	4%	2%	1.1	-3.9%	-3.8%	i	-6%
CCCS(=O)(=O)N1CCC(C(=O)NC2CCCCC2C)CC1 (stereo not drawn)
    0%	1.0	-6%	6%	2%	1.1	-3.9%	0.2%	i	1%
Cc1ccc(C)c(N2CCN(C(=O)c3cc4ccccc4oc3=O)CC2)c1
    -1%	1.3	6%	10%	1%	1.1	1.7%	-0.2%	i	-3%
O=C(CSc1nnc(-c2cccs2)o1)N1CCc2ccccc21
    -3%	0.3	3%	-1%	-9%	1.1	-2.1%	-0.4%	i	7%
Cc1cs/c(=N\N=C2CCCCC2)n1Cc1ccco1
    13%	0.2	-5%	1%	8%	1.2	-5.6%	4.5%	i	4%
Cc1ccc(NC(=O)c2ccccc2[N+](=O)[O-])nc1
    4%	0.5	-8%	0%	3%	1.1	-4.4%	-1.4%	i	3%
COc1ccc(OCCNC(=O)CCCO)cc1
    .	0.5	-2%	6%	.	.	.	.	i	16%
Cc1[nH]n(-c2ccccc2)c(=O)c1C=Nc1ccc(S(=O)(=O)Nc2nccs2)cc1
    1%	0.1	-1%	14%	0%	0.9	-5.5%	-2.4%	i	4%
Cc1sc2nc(-c3ccccn3)[nH]c(=O)c2c1-c1ccccc1
    -13%	0.3	-3%	-11%	27%	1.4	-3.5%	1.4%	i	-4%
COC(=O)c1nn(-c2ccccc2)c(=O)cc1Oc1ccc(Cl)cc1
    -7%	0.4	-5%	-1%	-16%	1	-3.8%	-2.0%	i	-12%
CCOC(=O)Cn1cc(C(=O)c2cccs2)c2ccccc21
    6%	0.5	-1%	10%	10%	1.1	-2.2%	-3.6%	i	-8%
CC1=C(C(=O)OCC2CCCO2)C(c2ccccc2Cl)NC(=O)N1 (stereo not drawn)
    -8%	0.8	-4%	12%	-6%	1.1	-1.4%	0.9%	i	13%
CCOc1ccc(N2C(=O)C3=C(C(c4ccc(Cl)cc4)=NCCN3)C2c2cccnc2)cc1 (stereo not drawn)
    0%	0.8	-3%	6%	-5%	1.1	-5.8%	-1.0%	i	14%
CCc1nnc(NC(=O)c2ccc(S(=O)(=O)NC3CCCCC3)cc2)s1
    0%	1.1	-4%	3%	3%	1.1	-11%	-1.6%	i	-10%
COC(=O)Cn1c(C)nc2c(sc3nc(C)cc(C)c32)c1=O
    7%	1.9	0%	5%	9%	1.1	-0.6%	.	i	3%
Cc1ccc(C2=NOC(C)(c3nnc(-c4ccc(Cl)cc4)o3)C2)cc1 (stereo not drawn)
    .	1.9	-4%	5%	.	.	.	.	i	-9%
O=C(CSc1nnc(C2CC2)n1-c1ccccc1)NCc1ccco1
    -6%	1.3	-2%	2%	-8%	1.2	-5.5%	-1.3%	i	27%
CC1CCN(C(=O)COC(=O)c2ccccc2NC(=O)c2ccco2)CC1
    2%	1.2	-2%	-1%	4%	1.1	2.0%	1.1%	i	0%
COc1cccc(NC(=O)C(Sc2nc3ccccc3c(=O)n2CC(C)C)c2ccccc2)c1 (stereo not drawn)
    -10%	0.1	-4%	9%	-8%	1.2	-6.3%	-3.4%	i	-4%
NS(=O)(=O)c1ccc2ccccc2c1
    .	0.7	-8%	19%	.	.	.	.	i	2%
O=C(CCl)Nc1cccc(CP(=O)(c2ccccc2)c2ccccc2)c1
    .	0.6	-4%	5%	.	.	.	.	i	-1%
Cc1ccc(CNC(=O)c2cc(-c3cc(C)cc(C)c3O)n[nH]2)cc1
    .	0.6	1%	1%	.	.	.	.	i	-12%
CC(=O)CSc1ncnc2sc3c(c12)CCC3
    1%	1.2	-4%	2%	-3%	1	-0.4%	-0.8%	i	20%
O=C(/C=C/c1ccccc1)c1c[nH]c2ccccc12
    .	0.1	-6%	1%	.	.	.	.	i	0%
CCOc1cc(/C=N/NC(=O)c2nn(C)cc2Br)ccc1OCc1ccccc1Cl
    10%	0.8	8%	1%	4%	1.1	-7.3%	0.4%	i	8%
COc1ccc(C2CC(c3cccc(C)c3)n3nc(N)nc3N2)cc1 (stereo not drawn)
    12%	1.2	2%	7%	15%	1.1	1.6%	.	i	-14%
CC(C)c1nc2sc3c(NCc4ccco4)ncnc3c2c2c1COC(C)(C)C2
    8%	0.6	-4%	0%	6%	1.1	-8.8%	-0.6%	i	6%
Cc1cc(C)n(/N=C/c2ccc(C(C)C)cc2)c(=O)c1C#N
    -6%	0.4	-5%	9%	4%	1	-11%	-4.2%	i	4%
O=C(Nc1cc(=O)[nH]c2ncnn12)c1ccccc1F
    .	0.6	-9%	8%	.	.	.	.	i	-9%
COC(=O)c1cccc(N2C(=O)C(Cl)=C(N3CCOCC3)C2=O)c1
    -11%	0.7	-4%	0%	-9%	1.1	-0.2%	0.9%	i	2%
CC1=CC(C)(C)N(C(=O)CCl)c2cc(C)ccc21
    -2%	1.0	-7%	0%	1%	1.1	-3.3%	-2.4%	i	-6%
O=C(O)COCC(=O)Nc1cc(C(F)(F)F)cc(C(F)(F)F)c1
    .	0.7	0%	6%	.	.	.	.	i	0%

# (continued)
# Values run as follows: human PMI inhibitors	Myeloid diff 2 GFP+ MAC1+ %	LYP phosphatase	M1AAP inhibition	PMI inhibitors	TNAP activators	XIAP displacement	ER stress rescue	Myeloid diff 2	P. falciparum M17LAP
COc1ccc(NC(=O)CSc2ccccc2)c(OC)c1
    -4%	.	-5%	0%	-10%	1.1	-11%	-2.8%	.	5%
CCC(=O)N(CC)Cc1cc(=O)[nH]c2ccccc12
    0%	0.2	-6%	-4%	-3%	1.1	-2.9%	-1.4%	i	-10%
O=C(Nc1cccc(NC(=O)c2ncn[nH]2)c1)c1cccc(Cl)c1
    -4%	0.2	-9%	9%	-11%	1.6	-4.1%	0.8%	i	4%
CCCNC(=O)Cc1c(OC)ccc2cc(Br)ccc12
    27%	0.3	-8%	0%	-5%	1	-2.2%	-2.0%	i	-7%
CCOc1ccc(OCC)c(NS(=O)(=O)c2ccc3c(c2)CCN3C(=O)C2CCC2)c1
    1%	6.5	-3%	1%	5%	1.1	-6.7%	4.0%	i	-2%
Cc1cccc(NC(=S)N(CCN(C)C)Cc2cc3cc(C)cc(C)c3[nH]c2=O)c1
    -5%	1.4	4%	9%	3%	1	-5.2%	1.9%	i	15%
Cc1cccc(-n2nc([N+](=O)[O-])c(=NC3CCN(Cc4ccccc4)CC3)n2O)c1
    10%	.	4%	6%	-12%	1	-10%	-1.2%	.	-1%
COc1ccc(-c2csc(NC(=O)Cn3nc(C)cc3C)n2)cc1
    11%	1.0	-4%	6%	8%	1	-4.5%	2.2%	i	-10%
COc1ccc(NC(=S)Nc2ccc3nccnc3c2)cc1
    .	0.3	-4%	4%	84%*	1.1	-3.2%	-2.4%	i	32%
COc1ccc(C(=O)N/C=C/n2cnc3cc(C(F)(F)F)ccc32)cc1
    .	0.5	-9%	3%	.	.	.	.	i	5%
Cc1cnc(C(=O)OCC(=O)Nc2cc(Cl)cc(Cl)c2)cn1
    -3%	8.3	-4%	-2%	2%	1.2	-2.6%	-0.9%	i	-8%
S=C(N/N=C/c1ccccc1Cl)Nc1cccc(Cl)c1Cl
    .	0.2	-2%	1%	.	.	.	.	i	-4%
Brc1ccc(CSc2nnc(-c3cnccn3)n2Cc2ccco2)cc1
    9%	0.6	4%	6%	9%	1.1	-0.6%	-1.9%	i	4%
O=C(CSc1nc2ncc(Cl)cc2[nH]1)NC1CCS(=O)(=O)C1 (stereo not drawn)
    2%	0.2	-2%	8%	2%	0.8	-15%	-1.6%	i	19%
